Compound activity: PubChem BioAssay, National Center for Advancing Translational Sciences (NCATS)
Tb PFK block: blocks T. brucei phosphofructokinase | O15648 | T. brucei PFK, ADP-Glo luminescence | Potency, µM (highest dose often 57.5 µM), for inactives: top-dose activity, negative = inhibition, hits mostly inhibitors | hit rate 0.17% among 330,000 | AID 485367;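 further: potency means the concentration at half of the fitted maximal effect; 0% = uninhibited 1x PFK enzyme wells and -100% = no-enzyme wells; nearly all actives have a fitted effect of over 60% in size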
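1.25 nM PFK with 0.5 mM F6P and 0.1 mM ATP in 0.1 M TEA pH 8.0, 5 mM MgCl2, incubated 45 min at room temperature; ADP measured by ADP-Glo luminescence; compounds titrated up to 57 uM.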
ASM inhibitor: blocks human secretory acid sphingomyelinase; AID 504937; Potency, µM (series often up to 57.5 µM), without a hit: at the top dose activity change, negative = inhibition, usual class: inhibitors; P17405; hit rate 0.006% among 340,000; placental ASM, HMU-PC fluorogenic substrate, 60 min; further: potency means the concentration at half of the fitted maximal effect
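HMU-PC0 cleavage (9 uM final) by human placental ASM, 60 min at 37 °C following 10 min compound exposure at RT; stopped at pH 10, fluorescence Ex 386/Em 447 nm.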
A-T KAP1 phos: potential ataxia-telangiectasia treatment; […] A-T fibroblasts, KAP-1 phosphorylation AlphaLISA; neocarzinostatin DNA damage 30 min before lysis; Potency, µM (doses to about 57.5 µM), for the others: top-dose activation, most hits filed as activators; hit rate 0.19% among 320,000; AID 485349; further: potency means the concentration at half of the fitted maximal effect; % of control where 0% means no effect; nearly all actives have a fitted effect of over 45% in size
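ATM-like activity read as KAP-1 phosphorylation via AlphaLISA donor/acceptor antibody pairs after lysis and 6 hr at 25C. Cells were ATM-null patient fibroblasts ([…], hTERT), dosed 60 min, then exposed to the DSB inducer NCS for 30 min.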
a7 integrin act: activates integrin-mediated alleviation for muscular dystrophy; alpha7betagal myoblasts, beta-gal FDG fluorescence, 48 h; hit rate 0.064% among 350,000; Potency, µM (highest dose often 38.3 µM), inactives show at the highest dose activation, most hits filed as activators; AID 624291;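 further: potency means the concentration at half of the fitted maximal effect; 100% = response of the positive control SU9516; nearly all actives have a fitted effect of over 60% in size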
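alpha7betagal+/- myoblasts (passage 13, 250/well) treated 48 h at 37C with compounds at 1:260 dilution of DMSO stock. Lysed, then beta-galactosidase activity read as FDG fluorescence (ex 480/em 540) after 30 min, with pre-read for autofluorescence.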
TSHR antagonist: blocks TSH signaling through the human TSH receptor | P16473 | TSHR-expressing cells, TSH-stimulated cAMP HTRF, 2 h; stronger effect = lower value | activity change, negative = inhibition, % at 11.5 µM | hit rate 0.2% among 330,000 | AID 504810;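 active means activity change below a set negative limit, meaning inhibition stronger than a set level, cut at about -70% in these data; inconclusive means activity change between two set negative limits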; further: on the % scale 0 is the no-effect control and ±100 the full control effect
Target sequence (P16473 whole entry, looked up): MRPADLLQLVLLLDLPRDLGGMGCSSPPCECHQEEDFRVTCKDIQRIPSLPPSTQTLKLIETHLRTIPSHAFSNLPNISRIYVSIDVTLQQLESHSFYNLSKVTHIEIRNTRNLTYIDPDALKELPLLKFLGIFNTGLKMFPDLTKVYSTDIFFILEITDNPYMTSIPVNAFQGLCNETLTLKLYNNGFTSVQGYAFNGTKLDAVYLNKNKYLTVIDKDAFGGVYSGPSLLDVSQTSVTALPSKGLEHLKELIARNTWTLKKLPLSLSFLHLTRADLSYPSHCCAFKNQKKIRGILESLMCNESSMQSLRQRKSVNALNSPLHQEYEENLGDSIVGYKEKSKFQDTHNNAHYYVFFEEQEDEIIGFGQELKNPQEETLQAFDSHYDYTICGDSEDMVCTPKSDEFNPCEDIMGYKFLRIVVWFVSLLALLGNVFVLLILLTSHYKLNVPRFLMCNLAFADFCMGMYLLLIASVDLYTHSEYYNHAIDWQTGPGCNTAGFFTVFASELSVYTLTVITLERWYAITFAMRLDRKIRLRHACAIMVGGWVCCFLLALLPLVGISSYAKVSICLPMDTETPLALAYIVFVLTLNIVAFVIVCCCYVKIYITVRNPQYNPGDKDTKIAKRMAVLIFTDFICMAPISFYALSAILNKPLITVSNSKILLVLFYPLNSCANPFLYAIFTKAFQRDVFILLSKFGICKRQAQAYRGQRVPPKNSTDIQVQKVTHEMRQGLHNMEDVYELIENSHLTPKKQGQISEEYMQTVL
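TSHR-expressing cells, 200/well, pre-treated with compound, then stimulated with EC80 TSH (4nM final) for 2 hours at 37 deg C. cAMP measured by competitive HTRF: anti-cAMP cryptate antibody in lysis buffer plus cAMP-d2, read after 30 minutes at room temperature.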
BCR signal inh: inhibitors of chronic active B-cell receptor signaling; ABC-DLBCL IkBa-CBG/CBR reporter, luminescence ratio, 4 h; Potency, µM (series often up to 46.1 µM), inactives show top-dose ratio change, negative = lower green/red ratio, usual class: inhibitors; hit rate 0.05% among 340,000; active means well fitted inhibition curve with a large enough effect in the signal ratio, with a control signal flat, not every such curve was filed as active; inconclusive means small, poorly fitted or top-dose-only effect, or effect the other way, or a change in a side signal; the % refers to the signal ratio;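 further: potency means the concentration at half of the fitted maximal effect; plate controls were basal doxycycline-induced cells for no effect and cells given 10 µM MG132 for full effect; MG132 reads +100%, hits lower the ratio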
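Concentration-response series (up to 46 uM) were applied to TMD8 dual-reporter cells for 4 h at 37C with doxycycline. Green/red ratio, after filter-overlap correction, defined %Activity; red signal alone was normalised to basal cells and zero luminescence.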
TCR act: activators of T cell receptors. primary human leukocytes, anti-CD3, IL-2 HTRF, 48 h. Potency, µM (top dose mostly 9.22 µM), for inactives: at the top dose activation of IL-2 secretion, actives largely listed as activators. AID 504894. 330,000 tested, under 10 active; further: % of control where 0% means no effect
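Primary human leukocytes receive a-CD3 beads and test compound and are incubated 48 hr. Secreted IL-2 is then assayed by HTRF, measuring 665nm acceptor emission after 320nm excitation of the europium donor.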
Eya2 phos inh: blocks the phosphatase activity of human Eya2; Potency, µM (highest dose often 76.9 µM), inactives show top-dose activity, negative = inhibition, hits mostly inhibitors; hit rate 0.006% among 330,000; recombinant Eya2, OMFP fluorescence dephosphorylation (OMFP is methylfluorescein phosphate); further: potency means the concentration at half of the fitted maximal effect; on the % scale 0 is the no-effect control and ±100 the full control effect
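Eya2 (0.2 uM) preincubated 10 min at ambient with compound, then OMFP substrate added at 50 uM; 10 min reaction in 50 mM HEPES pH 7.5, 50 mM NaCl, 5 uM MgCl2, 0.05% BSA, 1 mM DTT. Fluorescence read at Ex 485/Em 525 nm.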
ELG1 DNA repair: ELG1-dependent DNA repair inhibition. HEK293T ELG1-luciferase reporter, luminescence, 16 h; DNA damage induced by 5-fluorouridine. Potency, µM (top dose mostly 46.1 µM), for inactives: top-dose activity change, negative = inhibition, hits mostly inhibitors. hit rate 2.3% among 330,000. AID 504467; further: potency means the concentration at half of the fitted maximal effect; on the % scale 0 is the no-effect control and ±100 the full control effect; nearly all actives have a fitted effect of over 55% in size
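Luminescence from the luciferase reporter, measured 30 min after ONE-Glo reagent at room temperature, was the read-out. Beforehand, 2,000 cells per well were exposed for 16 hr at 37 °C to 5-fluorouridine together with compound or vehicle.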
Mito fusion act: mitochondrial division inhibition or fusion activation; S. cerevisiae fusion-defective mutant growth rescue, CellTiterGlo 48 h; Potency, µM (doses to about 46.1 µM), for the others: at the top dose growth rescue (activation), actives largely listed as activators; hit rate 0.23% among 320,000;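 further: potency means the concentration at half of the fitted maximal effect; % of control where 0% means no effect; nearly all actives have a fitted effect of over 45% in size; temperature-sensitive fusion mutants such as fzo1-1 at 37 °C on non-fermentable ethanol glycerol medium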
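Yeast fusion mutant, YPEG (non-fermentable carbon), compound, 48 h at 37C non-permissive; CellTiterGlo added, 10 min RT, luminescence read. Rescued growth = division inhibition.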
PTAP TSG101 blk: blocks PTAP/TSG101 interaction to inhibit HIV-1 budding; AID 493005; Q99816; Fluorescence polarization, FITC-PTAP peptide / Tsg101 binding; 340,000 tested, under 10 active; Potency, µM (highest dose often 115 µM), for inactives: at the top dose activity change, negative = inhibition, hits mostly inhibitors; active means well fitted inhibition curve with a large enough effect in the main read-out, with a control signal flat, not every such curve was filed as active; inconclusive means small, poorly fitted or top-dose-only effect, or effect the other way, or a change in a side signal; inactive means no such curve, though single readings can be large or run the other way; further: potency means the concentration at half of the fitted maximal effect; % of control where 0% means no effect
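Fluorescence polarization binding of Tsg101 binding domain (10 uM final) to FITC-labeled PTAP peptide (50 nM final) in HEPES pH 7.5 buffer with NaCl, Tween 20, EDTA, TCEP. Compounds added before peptide; binding 20 min at RT.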
Numbers without * were called inactive; ? = inconclusive; . = no result given; [ ] = another dose, or the depositor's remark. Unless noted, the call rests on the fitted dose curve; in most records, active means well fitted curve in the direction sought with a large enough effect; inconclusive means small, poorly fitted or top-dose-only effect, or another doubt; inactive means no such curve, though single readings can be large; an effect the other way counts as inactive or inconclusive.

SMILES	Tb PFK block	ASM inhibitor	A-T KAP1 phos	a7 integrin act	TSHR antagonist	BCR signal inh	TCR act	Eya2 phos inh	ELG1 DNA repair	Mito fusion act	PTAP TSG101 blk
COc1cccc(N(CC(=O)NCCSCc2ccco2)S(=O)(=O)c2ccccc2)c1	-2%	8%	-2%	7%	4	0%	-2%	8%	?	-5%	-9%
COC(=O)c1nonc1NCn1nnc2ccccc21	2%	0%	-3%	18%	0	-1%	6%	-12%	2%	-2%	-2%
CCCn1c(N)c(N(CCOC)C(=O)CCC2CCCCC2)c(=O)[nH]c1=O	3%	7%	-8%	10%	11	0%	-4%	-9%	15%	0%	0%
CN(C(=O)c1ccccc1)c1ccc(OCC(=O)NC2CCS(=O)(=O)C2)cc1 (centres undefined)	3%	-1%	-3%	13%	-1	9%	3%	5%	15%	0%	-3%
CCOc1ccc2[nH]c(=O)c(CN(Cc3ccccc3OC)C(=O)c3ccccc3)cc2c1	0%	9%	2%	-26%[7.66 µM]	-5	?	.	-8%	?	-3%	-5%
CCCCS(=O)(=O)Nc1ccc2ncn(C)c(=O)c2c1	18%	25%	7%	-12%	4	9%	-14%	1%	0%	0%	-1%
O=C(CSc1nccc(=O)[nH]1)NCc1ccc(Cl)cc1	-2%	0%	-1%	12%	0	-2%	0%	-6%	-4%	8%	-2%
Cc1c(N=Nc2ccc(N(C)C)cc2)c(=O)n(-c2ccccc2)n1C	-10%	?	-13%	13%	2	?	4%	5%	?	-3%	15%

Quoted from above (three entries):
SMILES	Tb PFK block	ASM inhibitor	A-T KAP1 phos	a7 integrin act	TSHR antagonist	BCR signal inh	TCR act	Eya2 phos inh	ELG1 DNA repair	Mito fusion act	PTAP TSG101 blk
COc1cccc(N(CC(=O)NCCSCc2ccco2)S(=O)(=O)c2ccccc2)c1	-2%	8%	-2%	7%	4	0%	-2%	8%	?	-5%	-9%
COC(=O)c1nonc1NCn1nnc2ccccc21	2%	0%	-3%	18%	0	-1%	6%	-12%	2%	-2%	-2%
CCCn1c(N)c(N(CCOC)C(=O)CCC2CCCCC2)c(=O)[nH]c1=O	3%	7%	-8%	10%	11	0%	-4%	-9%	15%	0%	0%

Continuation:
SMILES	Tb PFK block	ASM inhibitor	A-T KAP1 phos	a7 integrin act	TSHR antagonist	BCR signal inh	TCR act	Eya2 phos inh	ELG1 DNA repair	Mito fusion act	PTAP TSG101 blk
Cc1ccc(NC(=O)c2cccc(NC(=O)CC3SC(N4CCCCC4)=NC3=O)c2)nc1 (centres undefined)	-2%	-2%	-4%	6%	0	?	-1%	-22%	-11%	0%	-4%
CN(C)CCCN(C(=O)c1ccc(S(=O)(=O)N(C)C2CCCCC2)cc1)c1nc2ccc(Br)cc2s1	-11%	-19%	7%	-66%[inhibitor]	14	5%	-3%	-21%	26%	-21%	3%
COc1cccc(NC(=O)Cn2c3ccc(F)cc3c3nc4n(c(=O)c32)CCS4)c1	0%	36%	3%	-20%	-11	?	0%	-12%	-1%	-2%	-2%
Cc1occc1C(=O)NNC(=O)c1nn(C)c(=O)c2ccccc12	-2%	5%	-4%	5%	-2	?	.	10%	5%	0%	1%
COc1ccc(Cn2c(SCc3ccccc3C)nc3cc(OC)c(OC)cc3c2=N)cc1	-1%[0.46 µM]	.	-8%	.	-1	-1%	.	-38%	?	-24%	.
CCCCn1c(N)c(N(CC)C(=O)CCNC(=O)NC23CC4CC(CC(C4)C2)C3)c(=O)[nH]c1=O	2%	7%	6%	13%	2	0%	9%	-3%	-4%	2%	-3%
CC(Oc1ccccc1)C(=O)Nc1ccc(S(=O)(=O)N2CCOCC2)cc1 (centres undefined)	5%	2%	13%	0%	7	-4%	1%	0%	-15%	6%	-5%
CC(=O)c1ccc(NC(=O)c2ccc(NC(=O)CCS(=O)(=O)c3cccs3)cc2)cc1	1%	-4%	0%	-39%	-10	?	3%	-3%	?	0%	-3%

Additional entries
SMILES	Tb PFK block	ASM inhibitor	A-T KAP1 phos	a7 integrin act	TSHR antagonist	BCR signal inh	TCR act	Eya2 phos inh	ELG1 DNA repair	Mito fusion act	PTAP TSG101 blk
COc1ccc(N(CC(=O)NC(C)(C)C)S(=O)(=O)c2ccccc2)cc1OC	6%	-1%	-4%	-16%	-10	-1%	0%	5%[15.4 µM]	3%	9%	-4%
CCCc1cc(=O)n2nc(N3CCC(C(=O)N4CCN(c5ccc(OC)cc5)CC4)CC3)sc2n1	2%	-1%	-16%	-47%[inhibitor]	-33	-5%	9%	-1%	-6%	0%	-11%
CCOc1cc(N2CCOCC2)c(OCC)cc1NC(=O)CN1C(=O)NC2(CCCCCCC2)C1=O	-1%	-3%	0%	0%	-3	?	1%	-27%	-16%	-3%	-5%
CC(C)Cn1c(N)c(C(=O)COC(=O)c2cc(C3CC3)nc3ccccc23)c(=O)n(C)c1=O	-1%	-16%	6%	-11%	-3	?	-1%	-9%	23µM*	18%	0%
O=C(Nc1ccn(CC(=O)N2CCN(c3ccccn3)CC2)c(=O)n1)OCc1ccccc1	-23%	1%	8%	21%	1	-2%	-1%	-4%	3%	-6%	-1%
Cc1cc(NC(c2ccc(Cl)cc2)c2ccc3cccnc3c2O)no1 (centres undefined)	-4%	-10%	0%	-4%	9	?	8%	9%	?	1%	-6%
CSc1ccc(CN(C)C(=O)c2cc3ccccc3o2)cc1	1%	0%	0%	-2%	5	2%	-4%	-2%	27%	27%	0%
CC1CN(C(=O)c2cnn3c(C(F)F)cc(-c4ccccc4)nc23)CC(C)O1 (centres undefined)	-2%	21%	-5%	6%	-3	-5%	0%	4%	-12%	5%	-7%
CC1=NN(c2ccccc2)C(=O)/C1=C/c1cc(C)n(C2CC2)c1C	2%	-21%	3%	4%	-9	5%	2%	5%	-5%	4%	-2%
CCc1ccc(NC(=O)CCCN2C(=O)C3CC=CCC3C2=O)cc1 (centres undefined)	1%	.	18%	-2%	-31	-9%	14%	1%	-7%	-2%	0%
CCOc1cccc(=O)c2c(C)n(-c3ccc(C(=O)O)cc3)c(C)c12	1%	7%	-8%	-5%	24	0%	9%	-2%	-1%	0%	-2%
CCOc1ccc(Nc2nc(Nc3ccc(O)cc3)nc(C)c2[N+](=O)[O-])cc1	0%	-4%	-1%	?	40	-14%	7%	1%	14%	6%	-2%
CC(C)(C)c1cc(N/C=C\c2nnnn2-c2ccc(Br)cc2)no1	-2%	-7%	.	-3%	-12	-19%	-5%[46.1 µM]	4%	-22%	5%	0%
Cc1cc(C)nc(N2CCCC(C(=O)NCCc3ccc(F)cc3)C2)n1 (centres undefined)	0%	4%	2%	8%	-4	1%	-3%	-6%	-2%	1%	-8%
CCCCc1ccc(NS(=O)(=O)c2cccs2)cc1	0%	-16%	-1%	-36%	9	?	-3%	8%	16%	-4%	-5%
